# High-throughput results as filed in PubChem BioAssay.
# Pol eta inh: inhibitors of human DNA polymerase eta. Q9Y253. recombinant Pol eta, fluorescent DNA replication assay. Potency, µM (highest dose often 114 µM), for the others: at the highest dose activity change, negative = inhibition, actives largely listed as inhibitors. 390,000 tested, 1.2% active; further: potency means the concentration at half of the fitted maximal effect; on the % scale 0 is the no-effect control and ±100 the full control effect
#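 Fluorescent replication assay: 50 nM final substrate added after a 15 min room-temperature compound preincubation with 10 nM enzyme. Signal taken at 0 min and again at 10 min.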
# Anesthetic bind: candidate novel general anesthetic via apoferritin binding | P02791 | apoferritin/1-aminoanthracene competitive binding, fluorescence | Potency, µM (doses to about 77.5 µM), for inactives: at the highest dose activity change, negative = displacement, hits mostly inhibitors | 350,000 tested, 0.074% active | AID 485281; further: potency means the concentration at half of the fitted maximal effect; on the % scale 0 is the no-effect control and ±100 the full control effect; nearly all actives have a fitted effect of over 20% in size
# Target sequence (P02791 2-175 limits assumed): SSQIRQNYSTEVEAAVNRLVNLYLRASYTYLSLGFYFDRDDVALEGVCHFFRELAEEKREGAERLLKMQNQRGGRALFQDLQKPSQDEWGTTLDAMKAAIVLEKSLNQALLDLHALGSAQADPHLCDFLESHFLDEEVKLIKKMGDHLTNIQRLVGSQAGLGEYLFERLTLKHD
#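 Probe: 1-aminoanthracene (50% saturated, PBS). Protein: horse-spleen apoferritin, 10 uM. Incubation: 10 min, room temperature. Detection: 380 nm excitation, 535 nm emission. Analysis: normalized response, four-parameter Hill.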
# ERG-DNA inh: inhibitors of human ERG Ets domain-DNA interaction. P11308. fluorescence polarization, His-ERG Ets domain / labelled DNA. Potency, µM (top dose mostly 76.9 µM), inactives show at the top dose FP activity, negative = inhibition, usual class: inhibitors. 370,000 tested, 0.028% active. AID 624246; active means well fitted inhibition curve with a large enough effect in the polarisation, with a control signal flat; inconclusive means small, poorly fitted or top-dose-only effect, or effect the other way, or a change in a side signal; inactive means no such curve, though single readings can be large or run the other way; the % refers to the polarisation;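 further: polarization taken with two DNA probes labelled with fluorescein and Texas red; potency means the concentration at half of the fitted maximal effect; % of control where 0% means no effect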
#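 His-tagged ERG Ets domain (1 uM in the protein solution; 300mM KCl, 50mM Tris-HCl, 1mM EDTA, 1mM DTT, pH 7.5) received compound, then a probe mix of 5 nM fluorescein-DNA and 100nM Texas-615-DNA. Fluorescence polarization was read for both dyes.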
# Pol kappa inh: inhibitors of human DNA polymerase kappa; 400,000 tested, 0.53% active; Q9UBT6; Potency, µM (top dose mostly 107 µM), for the others: top-dose activity, negative = inhibition, usual class: inhibitors; purified Pol kappa, fluorescent DNA synthesis assay, 10 min; AID 588579; further: potency means the concentration at half of the fitted maximal effect; on the % scale 0 is the no-effect control and ±100 the full control effect
#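 Here, compound and 10 nM enzyme are combined for 15 min at room temperature; adding 50 nM substrate (final) starts DNA synthesis, tracked by fluorescence at 0 and 10 min against buffer-only wells.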
# LDHA inh: inhibitors of human lactate dehydrogenase A; P00338; purified LDHA, NADH/diaphorase-resazurin fluorescence; hits give low values; activity change, % (values are at about 110 or 230 µM); 480,000 tested, 0.15% active; AID 1347041; in the data active means activity change below about -30%; inconclusive means mostly about -25% to -30%;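 further: plate controls were DMSO wells for no effect and wells without enzyme for full effect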
#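 Human LDH5 (2 nM) was incubated with 0.06 mM NADH and 0.2 mM pyruvate for 5 min at room temperature in Tris pH 7.4. Remaining NADH was coupled through diaphorase/resazurin, and resorufin fluorescence was read at 0 and 20 min.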
# ALOX12 inh: blocks human arachidonate 12S-lipoxygenase; Potency, µM (highest dose often 108 µM), for inactives: at the top dose activity change, negative = inhibition, most hits filed as inhibitors; purified 12hLO, xylenol orange hydroperoxide absorbance; P18054; AID 1671190; 580,000 tested, 1.1% active; further: potency means the concentration at half of the fitted maximal effect; on the % scale 0 is the no-effect control and ±100 the full control effect
#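 Purified human 12hLO at 150 nM in 25 mM Hepes, 0.01% Triton X-100, pH 7.0, preincubated 15 min at room temperature with compound. Reaction started with 40 uM arachidonic acid, 30 min at room temperature. Hydroperoxide measured by Fe-xylenol orange, 573/405 nm absorbance ratio.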
# POLB inh: inhibitors of human DNA polymerase beta; P06746; Pol beta primer extension/strand displacement, fluorescence kinetic; Potency, µM (series often up to 114 µM), for the others: at the highest dose activity change, negative = inhibition, actives largely listed as inhibitors; 340,000 tested, 1.3% active; AID 485314; further: potency means the concentration at half of the fitted maximal effect; on the % scale 0 is the no-effect control and ±100 the full control effect
#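 Human Pol beta at 10 nM; strand-displacement substrate 50 nM final. Compound exposure 15 min at room temperature before start, reaction 10 min at room temperature.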
# APEX1 inh: APE1 (human) endonuclease inhibition. P27695. recombinant APE1, TAMRA/BHQ-2 abasic DNA cleavage fluorescence. Potency, µM (titrated, usually from 65.8 µM), without a hit: at the highest dose activity change, negative = inhibition, hits mostly inhibitors. 350,000 tested, 0.35% active;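 further: potency means the concentration at half of the fitted maximal effect; plate controls were vehicle for no effect and reference inhibitor for full effect; nearly all actives have a fitted effect of over 55% in size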
# Target sequence (P27695 whole entry, looked up): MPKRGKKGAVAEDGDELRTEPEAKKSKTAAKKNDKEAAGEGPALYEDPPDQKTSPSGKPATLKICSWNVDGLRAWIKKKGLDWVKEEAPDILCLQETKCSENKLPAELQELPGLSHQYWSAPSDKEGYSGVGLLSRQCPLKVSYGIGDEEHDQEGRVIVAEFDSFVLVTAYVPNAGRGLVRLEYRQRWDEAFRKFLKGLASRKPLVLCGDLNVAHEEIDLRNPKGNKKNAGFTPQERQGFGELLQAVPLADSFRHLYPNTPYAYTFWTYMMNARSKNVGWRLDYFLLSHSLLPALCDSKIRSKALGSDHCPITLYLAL
#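 0.75 nM APE1 + cpd, 15 min RT; start w/ 50 nM TAMRA/BHQ-2 THF-abasic dsDNA; kinetic fluor 525/598 nm ×3 reads @60 s; Δ(read3−read1); normalized to DMSO and NSC13755 control wells.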
# RGS4 inh: blocks human RGS4-accelerated GTP hydrolysis; P49798; Transcreener GDP fluorescence polarization, RGS4-accelerated GTP hydrolysis; 390,000 tested, 0.039% active; Potency, µM (top dose mostly 114 µM), inactives show at the top dose activity change, negative = inhibition, most hits filed as inhibitors; further: potency means the concentration at half of the fitted maximal effect; on the % scale 0 is the no-effect control and ±100 the full control effect; nearly all actives have a fitted effect of over 75% in size; some results filed as inactive show a strong effect at the top dose
# Target sequence (P49798 whole entry, looked up): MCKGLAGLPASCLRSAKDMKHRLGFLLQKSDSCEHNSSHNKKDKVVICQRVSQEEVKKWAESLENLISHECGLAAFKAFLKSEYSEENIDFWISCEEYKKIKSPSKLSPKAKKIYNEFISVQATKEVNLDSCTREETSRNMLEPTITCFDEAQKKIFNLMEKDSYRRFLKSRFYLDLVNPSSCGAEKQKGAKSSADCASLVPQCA
#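 MLSMR compounds (23 nl, pin-transferred) preincubated 10 min at room temperature with a 500nM (2x) first reagent, then RGS4 at 900nM (2x) plus Transcreener GDP mix added; fluorescence polarization (620/688 nm) read before and after 90 min at 30 °C.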
# * = called active by the depositor; ? = inconclusive; · = no result given; [ ] = another dose, or the depositor's remark. Unless noted, the call rests on the fitted dose curve; in most records, active means well fitted curve in the direction sought with a large enough effect; inconclusive means small, poorly fitted or top-dose-only effect, or another doubt; inactive means no such curve, though single readings can be large; an effect the other way counts as inactive or inconclusive. A portion of the library (hit frequency here may not be typical).
SMILES,Pol eta inh,Anesthetic bind,ERG-DNA inh,Pol kappa inh,LDHA inh,ALOX12 inh,POLB inh,APEX1 inh,RGS4 inh
CCOc1cc(CNc2ccc3c(c2)OCCO3)cc(Br)c1OCC(N)=O,-8%,-14%,·,-8%,7,14%,21%,-5%,3%
CC(C)(C)c1cccc(Cn2nnc3ccccc32)c1O,?,·,4%,-10%,0,-19%,·,-1%,16%
COc1cc(CCC(=O)OCC(=O)NCc2ccccc2)cc(OC)c1OC,2%,-3%,0%,-22%,-4,1%,-5%,30%,10%
Cc1ccc2c(c1)cc(CN(Cc1cccnc1)C(=O)NCc1ccccc1)c1nnnn12,1%,2%,6%,-11%,-7,0%,1%,1%,0%
O=C1CCC/C(=N\NC(=O)COc2ccc(Cl)cc2)C1,-8%,4%,5%,12%,2,-3%,2%,-2%,-1%
COc1cccc2c1cc1c(=O)n(CC(=O)N3CCN(c4ccccc4)CC3)nc(C)n12,-5%,8%,0%,3%,-9,-1%,46%,·,13%
Cc1cc2c(cc(C(=O)O)n2C)s1,-14%,1%,0%,-2%,-2,-11%,3%,1%,6%
Cc1ccc(N(CC(=O)NCc2ccc3c(c2)OCO3)C(=O)CCC(=O)Nc2ccccn2)cc1,-4%,-1%,4%,-9%,-2,-14%,41%,-21%,11%
COc1ccc(NC(=O)NC(=O)c2cc(OCC(F)(F)F)ccc2OCC(F)(F)F)cc1,-16%,-18%,-6%,-9%,10,0%,4%,-1%,-15%
Cc1cccc(NS(=O)(=O)c2ccc3[nH]c(=O)ccc3c2)c1C,-17%,1%,4%,-13%,9,-25%,4%,·,30%
Cc1c(C(=O)N(Cc2cccc(Br)c2)C2CCS(=O)(=O)C2)oc2ccc(F)cc12 (centres undefined),-18%,-15%,5%,5%,1,-1%,-1%,74%[activator],5%[11.4 µM]
Cn1c(C(=O)OCC(=O)NCc2cccs2)cc2sccc21,-4%,-4%,·,-9%[60.1 µM],-18,-1%[57.4 µM],12%,0%,18%
C#CCn1cc(Cl)cc(C(=O)Nc2ccccc2)c1=O,0%,4%,-1%,-9%,-19,16%,21%,-5%,18%
CN(CC(=O)Nc1cc(C(F)(F)F)ccc1-n1cncn1)Cc1nc2ccccc2c(=O)[nH]1,-5%,·,-1%,-15%,-5,381%[activator],·,·,12%
CN(C)C(=S)NC(C)(C)C,-14%,5%,7%,-1%,-2,-1%,-15%,4%,-8%
CCOC(=O)C1(Cc2cccc(F)c2)CCN(C(=O)COC)CC1,1%,-1%,-2%,0%,-6,1%,11%,5%,6%
Cc1ccc2nc(NC(=O)C3CCN(S(=O)(=O)c4cc([N+](=O)[O-])ccc4Cl)CC3)sc2c1,?,-8%,6%,?,-1,?,14µM*,?,-10%
COc1ccc(N/C=C\C(=O)c2ccc(Br)cc2)cc1OC,-17%,-15%,-2%,-6%,6,4%,-3%,0%,-19%
CCC(=O)NC(=Nc1nc2ccccc2s1)NC(=O)CC,-14%,-4%,-1%,-10%,-3,-1%,12%,13%,-46%
Cc1onc(-c2ccccc2)c1C(=O)OCC(=O)Nc1cc(S(=O)(=O)N2CCOCC2)ccc1Cl,-7%,-3%,11%,-11%,2,3%,-20%,-1%,-10%
OC(COc1ccc(OCC(O)CN2CCN(Cc3ccccc3)CC2)cc1)CN1CCN(Cc2ccccc2)CC1 (centres undefined),-2%,·,4%,-22%,-3,130%[activator],·,·,-14%
CC(=O)c1cn(C)c(=O)n(C)c1=O,-18%,3%,-3%,-3%[60.1 µM],-2,0%,55%,19%,4%
CN(C)NC(=S)NC1CC2CCC1C2 (centres undefined),-14%,-3%,-8%,-18%,-7,18µM*,2%,2%,13%
CC(OC(=O)Cc1n[nH]c(=O)c2ccccc12)C(=O)Nc1ccc(F)cc1 (centres undefined),-18%,·,-2%,0%,4,-21%,·,5%,5%
CCOc1cc(NC(=S)NCCCN2CCOCC2)c(OCC)cc1NC(=O)CC(C)C,-18%,-6%,-4%,-6%,5,0%,23%,-3%,-4%
C=CCc1cc(Cl)ccc1OCCOCCN(C)C,-7%,-4%,-2%,0%,-13,?,17%,25%,-23%
COC(=O)c1ccc(COn2c(=O)c(C)[n+]([O-])c3ccccc32)cc1,8%,-9%,-5%,-6%,0,-21%,2%,1%,-16%
CCOC(=O)c1cc(S(=O)(=O)N2CCN(Cc3ccccc3)CC2)cn1C,-13%,?,-5%,-17%,-3,2%,-1%,25%,4%
Cc1c(C)n2c(SCC(=O)N3CCCC3)nnc2[nH]c1=O,-19%,·,-5%,-3%,-1,-29%,·,11%,-14%
COCCCNCC#CCOc1ccc(OC)cc1,-4%,-10%,1%,-13%,-18,-20%,-14%,3%,15%

# Entries of single compounds, quoted from the list. Order of screens: Pol eta inh	Anesthetic bind	ERG-DNA inh	Pol kappa inh	LDHA inh	ALOX12 inh	POLB inh	APEX1 inh	RGS4 inh
# COC(=O)c1ccc(COn2c(=O)c(C)[n+]([O-])c3ccccc32)cc1 is listed with 8%	-9%	-5%	-6%	0	-21%	2%	1%	-16%
# CCOc1cc(NC(=S)NCCCN2CCOCC2)c(OCC)cc1NC(=O)CC(C)C is listed with -18%	-6%	-4%	-6%	5	0%	23%	-3%	-4%
# CC(=O)c1cn(C)c(=O)n(C)c1=O is listed with -18%	3%	-3%	-3%[60.1 µM]	-2	0%	55%	19%	4%

# The results go on:
SMILES,Pol eta inh,Anesthetic bind,ERG-DNA inh,Pol kappa inh,LDHA inh,ALOX12 inh,POLB inh,APEX1 inh,RGS4 inh
C=CCNC(=O)c1c(CS(=O)(=O)c2ccccc2)noc1C(=O)NCc1ccccc1,-21%,·,2%,-7%,-13,18%,·,10%,1%
Cc1cccnc1NC(=O)Nc1cccs1,-8%,6%,-4%,-3%,-2,0%,9%,?,-24%
O=C(CCNc1ccc(F)c(Cl)c1)c1ccco1,-2%,?,·,-15%,2,-14%,-1%,?,22%
Cc1ccc(NC(=O)c2ccc(Cl)c(S(=O)(=O)NCC3CCCO3)c2)c(O)c1 (centres undefined),-5%,-10%,-9%,-22%,6,28%,-1%,-20%,-14%
CCc1ccc(CN2CCC(n3nccc3NC(=O)c3cccc(F)c3)CC2)cc1,-19%,-21%,0%,-6%,-4,24%,8%,-8%,-1%
COC(=O)C(NC(=O)c1ccc(C)cc1)(Nc1cccc(C)n1)C(F)(F)F (centres undefined),-25%,-1%,4%,-16%,-2,?,4%,34%[activator],3%[11.4 µM]
CCN1CCN(C(=O)c2ccc3c(c2)N(Cc2ccc(F)cc2)C(=O)c2ccccc2S3(=O)=O)CC1,·,?,-6%,-5%,-10,-17%,27%,·,-2%
Cc1cc(C)c2c(N)c(C(=O)c3ccc(Br)cc3)oc2n1,-11%,-12%,2%,4%,-9,?,1%,3%,-5%
CC1=CC(=C(C#N)c2nc3ccccc3s2)C=C(C)N1c1ccc(F)cc1F,-1%,-7%,-22%,-15%,4,10%,6%[57.1 µM],2%,31%
Cn1nc(-c2ccc(N3CCN(CCO)CC3)c([N+](=O)[O-])c2)c2ccccc2c1=O,-9%,-3%,-5%,0%,-8,-1%,0%,-1%,20%
CCOC(=O)CSc1ncnc2c(C(=O)OCC)c3n(c12)CCC3,-12%,-9%,1%,13%,3,3%,24%,4%,-11%
COc1cccc(C2NC(c3cccc(OC)c3O)C(C)C(=O)C2C)c1O (centres undefined),-7%,-16%,-3%,-3%,9,?,14%,2%,-6%
Cc1cc(C(=O)C(C)OC(=O)c2ccc(NC(=O)CC#N)cc2)c(C)n1-c1ccc(OC(F)F)cc1 (centres undefined),-24%,·,38%[activator],-12%,-3,468%[activator],·,40%,-37%
O=c1[nH]snc1N1CCOCC1,-21%,-9%,8%,9%,-3,-13%,-3%,0%,-1%
CCC(=O)N(CCc1ccccc1)Cc1cc2cc(C)ccc2[nH]c1=O,-4%,-8%,2%,-10%,-2,1%,44%,18%,4%
COc1ccc(C(=S)N2CCOCC2)cc1OC(=O)c1ccc([N+](=O)[O-])cc1,-8%,2%,6%,2%,7,25µM*,-11%,16%,?
COCc1cc(N2CCOCC2)nc(SCc2ccc(Cl)cc2)n1,-16%,-9%,-1%,1%,-4,-3%,0%,4%,5%
CC(C)C(=O)Nc1nnc(CCN2CCOCC2)s1,-8%,-13%,-9%,-4%,-12,-2%,6%,1%,23%
O=C(OCc1cccc2ccccc12)C1CC(=O)N(c2ccccc2)C1 (centres undefined),-13%,-3%,2%,-6%,-2,-24%,12%,-5%,11%
O=C(NCc1ccccc1)/C(=C\c1ccc(O)cc1)NC(=O)c1ccco1,-7%,0%,-4%,-13%,-3,-1%,41%,-2%,4%
O=C(CSc1ncnc2c1oc1ccccc12)OCc1ccccc1,-20%,?,-2%,-9%,1,12%,?,1%,5%
CCOC(=O)N1CCN(C(=O)c2ccc3c(Cl)c4c(nc3c2)CCCC4)CC1,-5%,-5%,7%,-11%,-2,-2%,21%,-5%,14%
COc1cccc(C2C(C(=O)Nc3ccc(Cl)cc3)=C(C)Nc3c(C(=O)Nc4ccccc4)cnn32)c1OC (centres undefined),-28%,73%[activator],-2%,-24%,-3,0%,-14%,·,31%
